Source: PubChem
APEX1 inh: blocks human APE1 abasic DNA cleavage; Potency, µM (highest dose often 65.8 µM), for inactives: at the highest dose activity change, negative = inhibition, most hits filed as inhibitors; recombinant APE1, TAMRA/BHQ-2 abasic DNA cleavage fluorescence; hit rate 0.35% among 350,000; P27695;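 also: potency is read from the fitted curve at half-maximal effect; plate controls were vehicle for no effect and reference inhibitor for full effect; nearly all actives have a fitted effect of over 55% in size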
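Measures dequenching upon AP-site incision of a 5'-TAMRA/3'-BHQ-2 THF-containing duplex, 50 nM; human APE1 0.75 nM after 15 min room-temperature exposure to compound; kinetic three-point read at one-minute spacing.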
GRP78 ERSR act: ER stress response induction in glioma; U87-MG GRP78 promoter luciferase reporter, 16 h; Potency, µM, without a hit: top-dose activation, most hits filed as activators; hit rate 0.02% among 420,000; AID 602332; also: potency is read from the fitted curve at half-maximal effect; series mostly up to about 76 µM; % of control where 0% means no effect; nearly all actives have a fitted effect of over 35% in size
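ERSR induction read as luciferase luminescence (Bright-Glo, 10 min at room temperature) in stably transfected human U87-MG glioma cells exposed to compounds for 16 h, using GRP78 as sensor.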
BLM inh: blocks DNA unwinding by human BLM helicase. P54132. recombinant BLM DNA unwinding, fluorescence dequenching. Potency, µM (series often up to 56.1 µM), without a hit: top-dose activity change, negative = inhibition, most hits filed as inhibitors. hit rate 0.2% among 350,000;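 also: potency is read from the fitted curve at half-maximal effect; plate controls were vehicle for no effect and no enzyme for full effect; nearly all actives have a fitted effect of over 35% in size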
Pol iota inh: inhibitors of human DNA polymerase iota. Q9UNA4. Pol iota fluorescent replication assay, 10 min. Potency, µM (top dose mostly 115 µM), inactives show at the top dose activity, negative = inhibition, hits mostly inhibitors. hit rate 1% among 390,000. AID 588590; also: potency is read from the fitted curve at half-maximal effect
Target sequence (Q9UNA4 whole entry, looked up): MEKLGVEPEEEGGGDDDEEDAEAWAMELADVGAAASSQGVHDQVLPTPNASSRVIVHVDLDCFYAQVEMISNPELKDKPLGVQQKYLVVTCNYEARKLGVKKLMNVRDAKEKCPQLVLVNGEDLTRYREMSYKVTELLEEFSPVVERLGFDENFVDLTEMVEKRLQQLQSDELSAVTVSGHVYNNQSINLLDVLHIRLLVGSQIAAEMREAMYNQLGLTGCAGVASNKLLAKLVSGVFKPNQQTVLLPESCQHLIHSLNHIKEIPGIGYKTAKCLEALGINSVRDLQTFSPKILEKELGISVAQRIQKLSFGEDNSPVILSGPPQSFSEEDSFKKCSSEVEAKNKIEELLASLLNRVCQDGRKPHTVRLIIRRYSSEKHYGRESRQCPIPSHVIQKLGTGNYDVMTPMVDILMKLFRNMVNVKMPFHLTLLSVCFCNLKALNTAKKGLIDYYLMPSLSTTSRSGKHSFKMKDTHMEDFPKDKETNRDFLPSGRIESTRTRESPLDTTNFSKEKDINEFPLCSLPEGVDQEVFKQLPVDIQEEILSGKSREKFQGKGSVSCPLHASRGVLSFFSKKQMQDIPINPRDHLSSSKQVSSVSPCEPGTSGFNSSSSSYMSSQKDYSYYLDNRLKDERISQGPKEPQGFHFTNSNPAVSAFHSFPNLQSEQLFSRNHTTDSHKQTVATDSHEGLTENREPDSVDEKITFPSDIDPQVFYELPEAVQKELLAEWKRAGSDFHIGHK
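Fluorescent replication assay read twice, at 0 min and 10 min after adding 50 nM (final) substrate. Enzyme (10 nM) and compounds were first incubated 15 min at room temperature; enzyme-free buffer wells were negative controls.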
POLK inh: blocks human DNA polymerase kappa activity; purified Pol kappa, fluorescent DNA synthesis assay, 10 min; Potency, µM (titrated, usually from 107 µM), inactives show top-dose activity, negative = inhibition, hits mostly inhibitors; hit rate 0.53% among 400,000; also: potency is read from the fitted curve at half-maximal effect; % is scaled to controls: 0 for no effect and ±100 for the full control effect
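Inhibition of 10 nM Pol kappa is measured by a fluorescent read-out at 0 and 10 min following addition of 50 nM substrate (final), with a 15-min room-temperature compound preincubation.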
LDHA inh: LDHA (human) enzyme inhibition; P00338; activity change, % (values are at about 110 or 230 µM); AID 1347041; purified LDHA, NADH/diaphorase-resazurin fluorescence; stronger effect = lower value; hit rate 0.15% among 480,000; in the data active = activity change below about -30%; inconclusive = mostly about -25% to -30%;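 also: plate controls were DMSO wells for no effect and wells without enzyme for full effect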
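Resorufin fluorescence (ex540/em590), read at 0 and 20 min after diaphorase/resazurin addition, reports the NADH left after a 5 min room-temperature reaction of 2 nM human LDH5 with 0.06 mM NADH and 0.2 mM pyruvate.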
Apoferritin bind: binds horse apoferritin like a general anesthetic. P02791. apoferritin/1-aminoanthracene competitive binding, fluorescence. Potency, µM (highest dose often 77.5 µM), inactives show at the highest dose activity change, negative = displacement, hits mostly inhibitors. hit rate 0.074% among 350,000; also: potency is read from the fitted curve at half-maximal effect; % is scaled to controls: 0 for no effect and ±100 for the full control effect; nearly all actives have a fitted effect of over 20% in size
Target sequence (P02791 2-175 limits assumed): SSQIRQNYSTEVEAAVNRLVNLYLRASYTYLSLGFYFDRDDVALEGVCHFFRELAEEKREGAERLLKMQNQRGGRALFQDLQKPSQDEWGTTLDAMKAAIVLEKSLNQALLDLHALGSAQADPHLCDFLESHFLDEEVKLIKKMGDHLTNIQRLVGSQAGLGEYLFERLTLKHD
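In PBS, apoferritin at 10 uM is loaded with 1-AMA from a 50% saturated solution. After 10 min of compound exposure at ambient temperature, reduced 535 nm fluorescence indicates probe displacement.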
Pol eta inh: inhibitors of human DNA polymerase eta | Q9Y253 | recombinant Pol eta, fluorescent DNA replication assay | Potency, µM (highest dose often 114 µM), for inactives: at the top dose activity change, negative = inhibition, usual class: inhibitors | hit rate 1.2% among 390,000 | AID 588591; also: potency is read from the fitted curve at half-maximal effect; % is scaled to controls: 0 for no effect and ±100 for the full control effect
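Fluorescent replication assay: 50 nM final substrate added after a 15 min room-temperature compound preincubation with 10 nM enzyme. Signal taken at 0 min and again at 10 min.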
Pol beta inh: DNA polymerase beta (human) inhibition; Potency, µM (top dose mostly 114 µM), inactives show top-dose activity change, negative = inhibition, usual class: inhibitors; Pol beta primer extension/strand displacement, fluorescence kinetic; hit rate 1.3% among 340,000; AID 485314; P06746; also: potency is read from the fitted curve at half-maximal effect; % is scaled to controls: 0 for no effect and ±100 for the full control effect
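Reaction started by 50 nM substrate onto compound-treated Pol beta (10 nM, 15 min preincubation, room temperature); plates read at 0 min and 10 min. Normalized concentration-effect data fitted by four-parameter Hill equation.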
Starred values were filed as active, the others as inactive; ? = inconclusive; . = no result given; & = joins results of further samples; [ ] = dose if it differs, or a comment. Unless noted, calls follow the shape of the dose curve; as a rule, active = well fitted curve in the direction sought with a large enough effect; inconclusive = small, poorly fitted or top-dose-only effect, or another doubt; inactive = no such curve, though single readings can be large; an effect the other way counts as inactive or inconclusive. Only part of the results is shown. The share of hits here may be higher or lower than overall.

entry	Molecule	APEX1 inh	GRP78 ERSR act	BLM inh	Pol iota inh	POLK inh
1	COc1ccc(CCC(=O)NC2CC(=O)N(c3cccc(F)c3)C2)cc1 (stereo unspecified)	.	-2%	-4%	30%	-5%[60.1 µM]
2	Cc1ccc(S(=O)(=O)CCC(=O)OCc2ccc(Cl)cc2)cc1	?	4%	-6%	18%	-8%
3	CCOC(=O)C1=C(C)NC(C)=C(C(=O)OCCNC(=O)c2cccnc2)C1c1cccc([N+](=O)[O-])c1 (stereo unspecified)	7%	-2%	7%	12%	7%
4	CC(C)CC1NC(=O)N(CC(=O)Nc2cc(F)ccc2F)C1=O (stereo unspecified)	-5%	1%	.	11%	-2%
5	c1ncc(-c2ccc3c(c2)OCO3)c(NCCc2cnc[nH]2)n1	11%	-2%	-9%	.	-2%[60.1 µM]
6	NS(=O)(=O)c1ccc(Nc2ccc3nonc3c2[N+](=O)[O-])cc1	5%	-4%	2%	10%	-18%
7	Cc1cccc(NC(=O)NC(C)C(c2cccs2)N2CCOCC2)c1 (stereo unspecified)	?	-3%	3%	0%	-15%
8	CCc1ccc(C(=O)COC(=O)c2cc([N+](=O)[O-])ccc2N2CCOCC2)cc1	0%	-2%	.	31%[activator]	1%
9	COc1cc(-c2cc(C(=O)Nc3cccc(C(C)=O)c3)c3ccccc3n2)cc(OC)c1OC	-17%	-1%	-12%	-17%	-13%
10	CCCOc1ncnc2c1sc1nc3c(cc12)COC(C)(C)C3	1%	5%	-7%	-16%	13%

entry	LDHA inh	Apoferritin bind	Pol eta inh	Pol beta inh
1	-1	-7%	-14%	0%
2	-2	-4%	-21%	32%
3	0	-5%	-14%	2%
4	-3	.	-6%	.
5	.	-4%	.	.
6	-2	-15%	-7%	?
7	1	-2%	-6%	11%
8	0	.	-13%	.
9	-3	-11%	-22%	34%
10	1	-3%	1%	5%

Additional records.
entry	Molecule	APEX1 inh	GRP78 ERSR act	BLM inh	Pol iota inh	POLK inh
11	COc1ccc(NC(=O)CCCCCn2nnc3ccccc3c2=O)cc1OC	10%	-4%	-2%	18%	14%
12	COc1ccccc1NC(=O)CSc1ccc(-c2ccc(-n3ccnc3)cc2)nn1	-4%	-2%	.	-5%	-14%
13	O=C1CCC/C(=N/NC(=O)C2CCN(S(=O)(=O)c3cccs3)CC2)C1	11%	-3%	3%	41%[activator]	1%
14	CC(C(=O)NC1CCCCC1)N1CCN(C)CC1 (stereo unspecified)	12%	-5%	-1%	?	4%
15	O=C(C(Cc1ccccc1)N1C(=O)C2C3C=CC(C3)C2C1=O)N1CCCCC1 (stereo unspecified)	19%	-1%	1%	24%	-7%
16	COc1ccc(N2C(=O)CC(N(C)CCc3ccc(OC)c(OC)c3)C2=O)cc1 (stereo unspecified)	4%	-4%	-9%	37%[activator]	-6%
17	CCc1ccc(C(=O)COC(=O)CNC(=O)c2ccc(Br)o2)cc1	25%	-3%	-1%	8%	-8%
18	CCOC(=O)C1CCN(c2ccc(Cl)nn2)CC1	0%	-2%	0%	44%[activator]	2%
19	Cc1ccc2cccc(NC(=O)C(C)Oc3ccc(C)c(C)c3)c2n1 (stereo unspecified)	.	.	-3%	2%	-1%
20	CCN(CC(=O)Nc1ccc(NC(C)=O)cc1)C(=O)c1ccc(N(C)S(=O)(=O)c2ccc(C)cc2)cc1	.	0%	.	316%[activator]	5%

entry	LDHA inh	Apoferritin bind	Pol eta inh	Pol beta inh
11	-2	-1%	-5%	20%
12	-2	.	-12%	.
13	6	4%	-17%	-1%
14	-23	3%	-14%	14%
15	-11	-8%	-15%	20%
16	-3	-9%	-14%	3%
17	2	?	-18%	-1%
18	-6	-2%	-12%	-1%
19	2&-4	-16%	.	15%
20	0	.	-17%	.

Other records:
entry	Molecule	APEX1 inh	GRP78 ERSR act	BLM inh	Pol iota inh	POLK inh
21	CCCC(=O)N1CCN(c2nnc(-c3ccc(C)cc3)c3ccccc23)CC1	19%	-1%	0%	1%	-11%
22	Cc1ccc(CN(Cc2cc3cc4c(cc3[nH]c2=O)OCCO4)Cc2nnnn2Cc2ccco2)cc1	-11%	0%	?	20µM*	71µM*
23	Cn1c(SCC(=O)NCCN2C(=O)CSC2=O)nc2ccccc2c1=O	-1%	-3%	-1%	5%	-11%
24	Cc1cc(OCCOCCN2CCCC2)ccc1C(C)C	2%	-8%	1%	18%	-11%
25	Cc1cc(C)nc(SCc2cccc(C(=O)O)c2)n1	?	-5%	-2%	12%	-8%[60.1 µM]
26	O=C(N/N=C/C=C/c1ccccc1)c1ccncc1	10%	-3%	-5%	92%[activator]	-7%
27	Cc1cc(C)nc(OC(C(=O)O)C(OCC(C)C)(c2ccccc2)c2ccccc2)n1 (stereo unspecified)	2%	-1%	0%	13%	0%
28	CCN(CC)S(=O)(=O)c1ccc(Cl)c(NC(=O)COC(=O)c2cccn2C)c1	-4%	-2%	-2%	113%[activator]	-9%
29	COc1ccc(-c2cc3cc(OC)c(OC)cc3c(C)n2)cc1C	0%	-2%	1%	17%	6%
30	CCCC(=O)NC1CCCc2c1cnn2-c1ccc(C)c(C)c1 (stereo unspecified)	13%	1%	-6%	11%	-19%

entry	LDHA inh	Apoferritin bind	Pol eta inh	Pol beta inh
21	-2	-19%	1%	40%
22	12	-7%	?	28µM*
23	-20	-1%	1%	-1%
24	-8	-15%	-11%	13%
25	-7	1%	-10%	2%
26	4	-8%	-13%	37%
27	-1	-11%	?	-14%
28	-1	-7%	-4%	-12%
29	-1	-5%	24%	7%
30	-1	-1%	-6%	-2%

(list continues)
entry	Molecule	APEX1 inh	GRP78 ERSR act	BLM inh	Pol iota inh	POLK inh
31	CCN(C(=O)CSc1ncn[nH]1)c1c(N)n(Cc2ccccc2)c(=O)[nH]c1=O	4%	-5%	.	61%[activator]	-11%
32	O=C(COC(=O)/C=C/c1ccccc1)Nc1ccc(Cl)cn1	6%	1%	.	42%[activator]	-13%
33	CCOC(=O)C1CCCCN1C(=O)CCc1c(C)nc2cc(-c3ccccc3)nn2c1C (stereo unspecified)	-3%	-9%	-2%	30%	-4%
34	CCn1c(SCC(=O)Nc2nc(C)cs2)nnc1-c1ccncc1	18%	-5%	-3%	20%	3%
35	CC(C)Cc1nn2c(=O)cc(O)nc2s1	1%	-4%	-1%	35%[activator]	-9%
36	Cc1ccc(S(=O)(=O)N2CCN(C(=O)COc3ccc(NC(=O)c4ccco4)cc3)CC2)cc1	1%	-3%	-1%	6%	-8%
37	CC(c1ccon1)N(C)Cc1cn[nH]c1-c1ccc(F)cc1F (stereo unspecified)	18%	-2%	-3%	66%[activator]	4%
38	COc1ccc(-c2[nH]ncc2CN(C)C(C)c2cccs2)c(F)c1 (stereo unspecified)	1%	-2%	-3%	36%[activator]	2%
39	CCOC(=O)c1nc(-c2ccccc2)oc1N(C)C	1%	0%	0%	-6%	2%
40	CCN(CC)CCC#CC(O)(c1ccccc1)c1ccccc1	5%	-2%	3%	14%	-2%

entry	LDHA inh	Apoferritin bind	Pol eta inh	Pol beta inh
31	1	.	3%	.
32	-3	.	-13%	.
33	-7	-6%	-8%	16%
34	-6	8%	-5%	5%
35	-5	-3%	-23%	-19%
36	-3	-16%	-5%	-14%
37	-14	2%	0%	14%
38	-2	-13%	-27%	1%
39	-3	-4%	-10%	-12%
40	-2	8%	-18%	1%

Two compounds from above, reduced to Pol iota inh, Apoferritin bind and Pol eta inh.
No. | SMILES | Pol iota inh | Apoferritin bind | Pol eta inh
34 | CCn1c(SCC(=O)Nc2nc(C)cs2)nnc1-c1ccncc1 | 20% | 8% | -5%
35 | CC(C)Cc1nn2c(=O)cc(O)nc2s1 | 35%[activator] | -3% | -23%

Another view of part of the listing above:
Each structure is followed by: APEX1 inh | GRP78 ERSR act | BLM inh | Pol iota inh | POLK inh | LDHA inh | Apoferritin bind | Pol eta inh | Pol beta inh
8	CCc1ccc(C(=O)COC(=O)c2cc([N+](=O)[O-])ccc2N2CCOCC2)cc1
→ 0% | -2% | . | 31%[activator] | 1% | 0 | . | -13% | .
9	COc1cc(-c2cc(C(=O)Nc3cccc(C(C)=O)c3)c3ccccc3n2)cc(OC)c1OC
→ -17% | -1% | -12% | -17% | -13% | -3 | -11% | -22% | 34%
10	CCCOc1ncnc2c1sc1nc3c(cc12)COC(C)(C)C3
→ 1% | 5% | -7% | -16% | 13% | 1 | -3% | 1% | 5%
11	COc1ccc(NC(=O)CCCCCn2nnc3ccccc3c2=O)cc1OC
→ 10% | -4% | -2% | 18% | 14% | -2 | -1% | -5% | 20%
12	COc1ccccc1NC(=O)CSc1ccc(-c2ccc(-n3ccnc3)cc2)nn1
→ -4% | -2% | . | -5% | -14% | -2 | . | -12% | .

New compounds follow
entry	Molecule	APEX1 inh	GRP78 ERSR act	BLM inh	Pol iota inh	POLK inh
41	CCOc1ccc(N2CC(C(=O)Nc3ccc(N4CCOCC4)cc3)CC2=O)cc1 (stereo unspecified)	?	-1%	-2%	0%	10%
42	CC(=O)c1ccc(NC(=O)c2onc(C)c2Cl)cc1	16%	-1%	-2%	5%	14%
43	Cc1nn(C)c(NC(=O)c2ccc([N+](=O)[O-])cc2)c1Cl	0%	-5%	-3%	6%[58.9 µM]	-18%
44	Cn1nnnc1SCC(=O)N1N=C(c2ccc(Cl)cc2)CC1c1ccco1 (stereo unspecified)	12%	-4%	.	18%	-5%

entry	LDHA inh	Apoferritin bind	Pol eta inh	Pol beta inh
41	4	-2%	-13%	12%
42	3	-1%	-10%	14%
43	1	-4%	-7%	16%
44	-5	.	-18%	.
